Compound activity (PubChem BioAssay)
N370S GC mod – N370S glucocerebrosidase modulation, Gaucher chaperone candidate; P04062; actives 0.092% (n = 330,000); AID 2101; Potency, µM (titrated, usually from 59.4 µM), for inactives: at the highest dose activity change, negative = inhibition, usual class: inhibitors; N370S GC spleen homogenate, 4MU-glucoside fluorescence;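 note: 0% = full enzyme activity and -100% = no enzyme basal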
TDP1 inh – TDP1 (human) enzyme inhibition; Q9NUW8; actives 0.28% (n = 350,000); recombinant TDP1, AlphaScreen DNA substrate cleavage; Potency, µM (series often up to 130 µM), without a hit: at the top dose activity change, negative = inhibition, hits mostly inhibitors; note: nearly all actives have a fitted effect of over 40% in size
Target sequence (Q9NUW8 whole entry, looked up): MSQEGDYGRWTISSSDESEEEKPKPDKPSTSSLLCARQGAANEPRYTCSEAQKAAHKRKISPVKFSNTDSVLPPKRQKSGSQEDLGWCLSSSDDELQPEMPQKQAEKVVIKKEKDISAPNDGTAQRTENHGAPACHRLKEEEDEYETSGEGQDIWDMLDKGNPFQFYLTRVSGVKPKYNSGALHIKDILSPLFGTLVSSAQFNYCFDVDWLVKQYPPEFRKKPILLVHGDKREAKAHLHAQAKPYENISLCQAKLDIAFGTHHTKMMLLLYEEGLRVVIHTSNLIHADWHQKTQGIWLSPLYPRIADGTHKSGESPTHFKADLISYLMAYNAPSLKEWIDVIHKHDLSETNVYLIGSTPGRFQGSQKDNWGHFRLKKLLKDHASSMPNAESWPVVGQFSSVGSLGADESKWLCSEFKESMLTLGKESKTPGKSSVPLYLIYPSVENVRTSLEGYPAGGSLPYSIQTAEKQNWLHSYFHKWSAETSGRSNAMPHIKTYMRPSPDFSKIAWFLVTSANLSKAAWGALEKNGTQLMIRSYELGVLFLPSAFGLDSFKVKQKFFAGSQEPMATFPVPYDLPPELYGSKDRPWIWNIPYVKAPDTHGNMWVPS
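Signal: AlphaScreen proximity between streptavidin donor and anti-FITC acceptor beads on intact substrate. Reaction: Tdp1 1 nM, substrate 15 nM final, 5 min RT after 15 min compound preincubation.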
FEN1 inhibitor – blocks human flap endonuclease 1 | P39748 | Recombinant FEN1 flap cleavage, fluorescence, 15 min | Potency, µM (series often up to 114 µM), for the others: at the top dose activity change, negative = inhibition, hits mostly inhibitors | actives 0.35% (n = 390,000) | AID 588795; note: nearly all actives have a fitted effect of over 65% in size
Target sequence (P39748 whole entry, looked up): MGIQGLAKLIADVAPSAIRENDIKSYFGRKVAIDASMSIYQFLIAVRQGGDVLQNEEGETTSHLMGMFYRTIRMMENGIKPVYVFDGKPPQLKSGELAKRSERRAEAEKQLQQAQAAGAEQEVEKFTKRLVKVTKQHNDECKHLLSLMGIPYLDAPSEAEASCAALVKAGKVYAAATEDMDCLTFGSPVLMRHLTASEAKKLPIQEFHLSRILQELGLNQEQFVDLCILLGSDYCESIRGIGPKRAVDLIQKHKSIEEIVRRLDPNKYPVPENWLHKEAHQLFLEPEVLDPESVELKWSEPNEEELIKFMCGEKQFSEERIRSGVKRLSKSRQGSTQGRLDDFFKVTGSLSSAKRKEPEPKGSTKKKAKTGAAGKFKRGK
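FEN1 at 10 nM, compound pretreatment for 15 min (room temperature), 50 nM final substrate to initiate; endpoint reads at 0 and 15 min; DMSO-only plates used as vehicle background.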
* = called active by the depositor; ? = inconclusive; . = not tested or not shown; & = joins results of further samples; [ ] = dose if it differs, or a comment. Calls come from the whole dose curve; as a rule, active = well fitted curve in the direction sought with a large enough effect; inconclusive = small, poorly fitted or top-dose-only effect, or another doubt; inactive = no such curve, though single readings can be large; an effect the other way counts as inactive or inconclusive. Unless noted, % is set by controls: 0 for no effect and ±100 for the full control effect; potency is the fitted concentration of half-maximal effect. No enrichment for hits; any-hit rate near 0.57%.

SMILES | N370S GC mod | TDP1 inh | FEN1 inhibitor
Fc1cnc(N2CCOCC2)nc1N1CCOCC1 | -23% | 8% | -3%
COc1ccc(NC(=O)Nc2nnc(-c3ccccc3SCc3ccccc3)s2)cc1 | -9% | 1% | 3%
COc1ccccc1NC(=S)NCCC(c1ccccc1)c1ccccc1 | 7% | 5% | 3%
COc1ccc([N+](=O)[O-])cc1NCC(=O)c1ccc(C)cc1 | -23% | . | 17%
CCN(CC)CCCNc1ncnc2ccccc12 | 6% | 7% | -13%
CCN1CCN(Cc2ccc(NC(=O)c3cc(NC(=O)c4cc(C)on4)cc(OC)c3)cc2C(F)(F)F)CC1 | -21% | . | 4%
CCOC(=O)c1oc2ccccc2c1NC(=O)c1ccccc1OC | 6% | -3% | ?
COc1ccccc1-n1c(SCC(=O)Nc2cccc(C(=O)O)c2)nnc1-c1ccccc1C | -4% | . | -1%
COc1cccc(CNC2CCCCCCC2)c1OC | 1% | . | 7%
Cc1ccc(S(=O)(=O)N2[C@@H](c3ccccc3)C(C(=O)O)=CC[C@H]2c2cccc(Cl)c2)cc1 | -18% | -1% | -3%
CN1Cc2c(N3CCOCC3)nc3sc(C(=O)c4ccc(Br)cc4)c(N)c3c2CC1(C)C | -29% | 11% | -10%
Cc1ccc(CNCc2ccccc2)s1 | . | 1% | 4%
COCCNC(=S)N1CCc2cc(OC)c(OC)cc2C1COc1cc(C)cc(C)c1 (configuration not stated) | 3% | 3% | -7%
CC(=O)N1CCN(S(=O)(=O)c2ccc(F)c(Cl)c2)CC1 | 0% | -3% | -7%
O=C(Nc1ccc(O)c2c(=O)cc(-c3ccccc3Cl)oc12)c1ccc(F)cc1 | -7%&5% | 6% | -1%&3%
O=C(c1cc(F)ccc1F)C1CCCN(C(=O)CSc2ccccn2)C1 (configuration not stated) | 19% | . | -4%
CCOC(=O)c1sc(NC(=O)Cc2ccc(F)cc2)nc1C | -2% | 0% | -4%
COc1ccc2oc(C(=O)Nc3nc4ccc(S(C)(=O)=O)cc4s3)c(C)c2c1 | -5% | 0%[0.505 µM] | -12%
COc1ccc(C(=O)NC(=S)NNC(=O)Cc2cccs2)cc1 | 14% | 7% | -5%
O=C(c1ccccc1F)c1cc2c(cc1[N+](=O)[O-])OCCO2 | ? | 8% | ?
Cc1ccc2nc3sc(C(=O)N4CCOCC4)c(N)c3cc2c1 | 3% | 5% | 0%
COc1ccc(C2Nc3ccccc3C(=O)N2NS(C)(=O)=O)c(OC)c1 (configuration not stated) | -4% | . | -2%
COc1ccccc1-c1nc(C#N)c(NCc2ccc(F)cc2)o1 | 6% | 3% | 0%
COc1ccc2oc3ccc(OC)cc3c(=O)c2c1 | 7% | -2% | 3%
COCCOc1ccc(C(F)(F)F)cc1NC(=O)CN1C(=O)NC2(CCc3ccccc32)C1=O (configuration not stated) | -4% | . | -1%
O=C(Nc1ccccc1)N[C@H]1C[C@H](C(=O)O)Nc2cc(Cl)cc(Cl)c21 | 4%&14% | 9% | .
COC(=O)c1c(NC(=O)Cc2cccs2)sc(C)c1C | 25% | 5% | -18%
COc1ccc(CCNC(=O)CCn2c(=O)c3ccccc3n(Cc3ccc(Cl)cc3)c2=O)cc1OC | . | -1% | 22%
CCOC(=O)c1c(-c2ccccc2)oc2ccc(OC(C)=O)cc12 | 14% | -7% | -6%
O=C(CN1CCCc2ccccc21)N1CCc2ccccc21 | 2% | 7% | -5%
CCN(CC)CC(=O)NN=C(c1ccccc1)c1ccccc1 | ? | 5% | -10%
CN(CC(=O)NCCC1=CCCCC1)S(=O)(=O)c1ccc2c(c1)c(=O)n(C)c(=O)n2C | 0% | -3% | -2%
COc1ccc(CNC(=O)COC(=O)CN2C(=O)C(C)Oc3ccc(C)cc32)cc1 (configuration not stated) | -8% | 1% | -11%
O=C(CSc1nc2ccccc2c(=O)[nH]1)c1cccs1 | 0% | 8% | 3%
NCc1cccc(-n2cccn2)c1 | -18% | 4% | -1%
COCCCNC(=O)CCCn1c(SCC(=O)c2ccc(Br)cc2)nc2c(sc3ccccc32)c1=O | . | 3% | -12%
Cc1ccc(NC(=O)N(Cc2c[nH]c3ccccc23)C2CCCCCC2)cc1C | . | 0% | -22%
Cc1nc2nc(C)c(NS(=O)(=O)c3ccc(Cl)cc3)c(=O)n2[nH]1 | -5% | 2% | -7%
Cc1cc(C)cc(NC(=O)CSc2nnc(CNC(=O)c3c(F)cccc3Cl)o2)c1 | . | 0% | 45%[activator]
NC(=O)CC(NC(=O)Cc1ccc(Cl)cc1)c1ccc(NCCN2CCOCC2)c([N+](=O)[O-])c1 (configuration not stated) | -2% | . | -1%
CCc1nnc(NC(=O)CC23CC4CC(CC(Br)(C4)C2)C3)s1 | 0% | 0% | -9%
Cc1ccc2c(CC(=O)Nc3ccccc3C(F)(F)F)coc2c1C | . | 7% | 26%
CCN(CC)S(=O)(=O)c1ccc(-c2nnc(SCC(=O)N3c4ccccc4CC3C)n2CC)cc1 (configuration not stated) | -11% | 3% | -3%
CC(C)Cc1nnc(NC(=O)CCNC(=O)c2ccccc2Cl)s1 | . | 1% | -3%
CC(=O)c1ccc2c(c1)C1C=CCC1C(c1cc3c(cc1Br)OCO3)N2 (configuration not stated) | 2% | 0% | -6%
CCN(CC)S(=O)(=O)c1cccc(C(=O)NNC(=O)C2=NN(c3ccccc3)C(=O)CC2)c1 | 0% | 1% | -7%
CCOC(=O)C(=CNc1cccnc1Oc1ccc(C)c2c1CCC2)C(=O)OCC | 3% | -4% | -4%
O=C(CN1CCCN(S(=O)(=O)c2ccc(Br)s2)CC1)Nc1ccc(Cl)cc1 | -13% | 2% | -8%
Cc1ccc(NC(=O)CN2C(=O)CCc3cc(S(=O)(=O)N4CCOCC4)ccc32)c(C)c1 | . | 4% | -2%
CC1CN(S(=O)(=O)c2cc(C(=O)NC(C)c3cccnc3)ccc2Cl)CC(C)O1 (configuration not stated) | . | 1% | -1%
Cc1ccccc1-c1cc(C(=O)Nc2sc(C)c(C)c2C(N)=O)c2ccccc2n1 | 4% | 7% | -17%
C[C@@H]1C(=O)O[C@@H]1[C@@H](C)CO[Si](c1ccccc1)(c1ccccc1)C(C)(C)C | -2% | -4% | -7%
COc1cc(-c2nc(-c3ccncc3)no2)cc(OC)c1OC | 4% | -2% | -6%
COc1ccc(C2CC(c3ccccc3F)=NN2c2ccc(S(N)(=O)=O)cc2)cc1 (configuration not stated) | . | -8%[56.1 µM] | -1%
CN(C)/C=N/c1c(C#N)cnn1-c1ccc(F)c(Cl)c1 | -8% | 6% | .
CC(NC(=O)COC(=O)c1ccco1)c1ccccc1 (configuration not stated) | 4% | 1% | -2%
Nc1ccc(C(=O)Nc2ccccc2C(=O)O)cc1 | 10% | 3% | -11%
Cc1ccn2c(Nc3ccc(F)cc3)c(-c3ccccn3)nc2c1 | . | 9%[12.3 µM] | -9%
CC(NC(=O)C1CCN(S(=O)(=O)c2cnc[nH]2)CC1)c1ccccc1 (configuration not stated) | 7% | 3% | -1%
COC(=O)c1ccc(/C=C/c2c(-c3ccc(OC)cc3)oc3ccccc23)cc1 | -4% | . | -16%

Later entries:
SMILES | N370S GC mod | TDP1 inh | FEN1 inhibitor
CC(C)n1c(Oc2ccc(F)cc2)nc2c1c(=O)n(C)c(=O)n2C | 6% | -1% | 7%
O=C(Nc1cccc(NC(=O)c2cccc(Cl)c2)c1)c1cccnc1 | -14% | . | 3%
CCc1ccccc1OCC(=O)Nc1cc(S(=O)(=O)N(CC)CC)ccc1N1CCOCC1 | . | 0% | 11%
O=C(CCN1C(=O)/C(=C\C=C\c2ccccc2)SC1=S)Nc1ccc(C(=O)O)cc1 | 1% | 14µM* | -19%
COc1ccc(Cc2nnc(NC(=O)CS(=O)(=O)c3ccc(C)cc3)s2)cc1OC | -7% | 0% | 0%
Cc1cccc(NC(=O)NNC(=O)c2c(Cl)c(C)nn2C)c1 | -13% | 5% | -2%
CC(=O)Nc1sc(NC(=O)c2ccccc2)nc1-c1cccs1 | 16% | -2% | 7%
O=C(C(=O)N1CCCCC1)c1cn(CC(=O)N2CCCCCC2)c2ccccc12 | 0% | 3% | 3%
COc1ccc(OC)c2[nH]c(=O)c(CCNC(=O)c3ccc(S(=O)(=O)N4CCCC4)cc3)cc12 | -4% | 2% | -19%
Cc1nn(-c2ccc(Cl)cc2)c2sc(C(=O)N3CCN(c4ccccn4)CC3)cc12 | 5% | . | -11%
CCOc1ccc(OCCSc2nc(-c3ccccc3)cc(=O)[nH]2)cc1 | -6% | -5% | 0%
CCNc1nc(NCC)n2c(SC(C(=O)Nc3cc(Cl)cc(Cl)c3)c3ccccc3)nnc2n1 (configuration not stated) | 2% | 3% | 0%

Pulled by compound from the list above (two):
SMILES | N370S GC mod | TDP1 inh | FEN1 inhibitor
Cc1cccc(NC(=O)NNC(=O)c2c(Cl)c(C)nn2C)c1 | -13% | 5% | -2%
CCOc1ccc(OCCSc2nc(-c3ccccc3)cc(=O)[nH]2)cc1 | -6% | -5% | 0%

Carrying on:
SMILES | N370S GC mod | TDP1 inh | FEN1 inhibitor
COc1ccc(CNC(=O)[C@H](C)NC(=O)C2CCN(C(=O)[C@@H](N)CCSC)CC2)cc1 | -6% | . | -1%
CC(C)CC(N)C(=O)OCc1ccc([N+](=O)[O-])cc1 (configuration not stated) | 1% | 0% | 5%
OC(CN1CCN(c2ccccn2)CC1)Cn1c2ccc(Cl)cc2c2cc(Cl)ccc21 (configuration not stated) | 5% | -7% | -9%
CC(C)CCNC(=O)NC(=O)CSc1ccc(S(=O)(=O)N2CCOCC2)cn1 | . | -1% | -17%
Cc1ccc(OCCC(=O)Nc2ccc(S(=O)(=O)Nc3cc(C)nc(C)n3)cc2)cc1 | 0% | 1% | -2%
O=S(=O)(c1ccc(Br)s1)n1cccn1 | 3% | 0% | 2%
COc1ccc(CCN(Cc2cccs2)S(=O)(=O)c2ccc(-n3cnnn3)cc2)cc1OC | -4% | 2% | -3%
CCCC(=O)Nc1ccc(C(=O)NNC(=O)c2cccs2)cc1 | . | 0% | -4%
CC(=O)Nc1cccc(Oc2ncnc3scc(-c4ccccc4)c23)c1 | 1% | 3% | 4%
COC(=O)c1ccccc1NC(=O)N1CCN(c2ccc(OC)cc2)CC1 | 3% | 5% | -6%
C/C=C(\C)C(=O)NCCN1C2=NC[C@H](Cc3ccc(O)cc3)N2C[C@H]1Cc1ccc(O)cc1 | -6% | 5% | 13%
C=CCc1c(C)[nH]c2ccc(C)cc2c1=O | 3% | 5% | 7%

Part of the list above, as a markdown table.
| SMILES | N370S GC mod | TDP1 inh | FEN1 inhibitor |
| --- | --- | --- | --- |
| Fc1cnc(N2CCOCC2)nc1N1CCOCC1 | -23% | 8% | -3% |
| COc1ccc(NC(=O)Nc2nnc(-c3ccccc3SCc3ccccc3)s2)cc1 | -9% | 1% | 3% |
| COc1ccccc1NC(=S)NCCC(c1ccccc1)c1ccccc1 | 7% | 5% | 3% |
| COc1ccc([N+](=O)[O-])cc1NCC(=O)c1ccc(C)cc1 | -23% | . | 17% |
| CCN(CC)CCCNc1ncnc2ccccc12 | 6% | 7% | -13% |
| CCN1CCN(Cc2ccc(NC(=O)c3cc(NC(=O)c4cc(C)on4)cc(OC)c3)cc2C(F)(F)F)CC1 | -21% | . | 4% |
| CCOC(=O)c1oc2ccccc2c1NC(=O)c1ccccc1OC | 6% | -3% | ? |
| COc1ccccc1-n1c(SCC(=O)Nc2cccc(C(=O)O)c2)nnc1-c1ccccc1C | -4% | . | -1% |
| COc1cccc(CNC2CCCCCCC2)c1OC | 1% | . | 7% |
| Cc1ccc(S(=O)(=O)N2[C@@H](c3ccccc3)C(C(=O)O)=CC[C@H]2c2cccc(Cl)c2)cc1 | -18% | -1% | -3% |
| CN1Cc2c(N3CCOCC3)nc3sc(C(=O)c4ccc(Br)cc4)c(N)c3c2CC1(C)C | -29% | 11% | -10% |
| Cc1ccc(CNCc2ccccc2)s1 | . | 1% | 4% |
| COCCNC(=S)N1CCc2cc(OC)c(OC)cc2C1COc1cc(C)cc(C)c1 (configuration not stated) | 3% | 3% | -7% |
| CC(=O)N1CCN(S(=O)(=O)c2ccc(F)c(Cl)c2)CC1 | 0% | -3% | -7% |

(list continues)
SMILES | N370S GC mod | TDP1 inh | FEN1 inhibitor
COc1ccc(C(=O)OCC(=O)NC(C)CCc2ccccc2)cc1OC (configuration not stated) | -7% | . | -2%
CCc1ccc(OCCn2ccnc2)cc1 | -25% | 5% | 6%
CC12CCCCN1CCCc1c2[nH]c2ccccc12 (configuration not stated) | 0% | 2% | -16%
O=C(Nc1ccc(N2CCN(C(=O)c3ccccc3)CC2)c(Cl)c1)c1ncn[nH]1 | -5% | . | -4%
CCOc1cc(/C=N/NC(=O)c2ccccn2)ccc1OC(=O)c1cccs1 | -1% | 5%[56.1 µM] | 6%
Cc1c(C(=O)OCC(=O)Nc2ccc(C(N)=O)cc2)cccc1[N+](=O)[O-] | -14% | -3% | 18%
